ATG4B inh = ATG4B (human) cysteine protease inhibition. inhibition, % at 8.33 µM. Q9Y4P1. 340,000 compounds, 0.51% hits. ATG4B cleavage of LC3-PLA2, NBD-HPC fluorescence, 1 h. AID 504462; in the data active means inhibition above about 40%
PfG6PD inh = PfG6PD (Plasmodium falciparum) enzyme inhibition; 350,000 compounds, 0.78% hits; inhibition, % at 20 µM; AID 504690; PfGluPho enzyme, NADPH resazurin-diaphorase fluorescence;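 active means inhibition reaching at least a set limit at 20 µM in the primary screen, cut at about 59% in these data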;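 further: 0% = DMSO wells with substrate and 100% = DMSO wells lacking glucose-6-phosphate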
hIAP activ = human IAP activation. purified human IAP, CDP-Star luminescence, 30 min; stronger effect = higher value; 1 = vehicle-only enzyme, 0 = enzyme-free background. activation factor at 10 µM. 330,000 compounds, 0.16% hits;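 active means activation factor of the enzyme at least 2-fold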; further: the source names both 10 and 20 µM as test concentration; values of inactives mirror those of a sister screen read the other way
Target sequence (P09923 whole entry, looked up): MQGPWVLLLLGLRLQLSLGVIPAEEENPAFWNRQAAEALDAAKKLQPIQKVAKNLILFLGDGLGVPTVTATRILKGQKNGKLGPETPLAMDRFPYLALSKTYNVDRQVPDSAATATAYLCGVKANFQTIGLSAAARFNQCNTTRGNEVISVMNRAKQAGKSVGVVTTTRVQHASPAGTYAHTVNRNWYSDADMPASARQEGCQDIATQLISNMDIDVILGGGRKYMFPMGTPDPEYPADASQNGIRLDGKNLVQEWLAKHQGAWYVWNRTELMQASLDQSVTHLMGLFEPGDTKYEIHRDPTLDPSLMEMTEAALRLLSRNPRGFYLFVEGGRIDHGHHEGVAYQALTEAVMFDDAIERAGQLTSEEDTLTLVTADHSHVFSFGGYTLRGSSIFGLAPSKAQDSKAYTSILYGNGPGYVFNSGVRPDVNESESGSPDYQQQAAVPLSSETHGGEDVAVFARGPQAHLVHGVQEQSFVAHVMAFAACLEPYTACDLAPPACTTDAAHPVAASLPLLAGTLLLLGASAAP
mIAP block = mouse IAP inhibition; purified mouse IAP, CDP-Star luminescence, 30 min; inhibition, % at 10 µM; 330,000 compounds, 0.2% hits; AID 2806;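 active means inhibition of at least 40% at 10 µM in the primary screen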;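 further: plate controls were DMSO with enzyme for no effect and no enzyme wells for full effect; values of inactives mirror those of a sister screen read the other way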
hIAP block = blocks human intestinal alkaline phosphatase. P09923. AID 2544. 330,000 compounds, 0.12% hits. inhibition, % at 10 µM. purified IAP, CDP-Star luminescence, 30 min;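 active means inhibition reaching a set limit with compound at 10 µM in the primary screen, cut at about 35% in these data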;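 further: plate controls were DMSO wells with enzyme for no effect and no-enzyme buffer wells for full effect; values of inactives mirror those of a sister screen read the other way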
HKDC1 inhibitor = HKDC1 (human) hexokinase inhibition; Q2TB90; recombinant HKDC1, G6PDH/diaphorase resazurin coupled fluorescence; inhibition, % at 20 µM; 340,000 compounds, 0.16% hits;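 active means inhibition above about 35% when tested at 20 µM, limit read from the data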;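 further: plate controls were DMSO wells with enzyme for no effect and DMSO wells lacking enzyme for full effect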
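Test system: recombinant HKDC1 (HK5) hexokinase enzyme, produced in-house; Amount: enzyme 5 µg/mL final; Buffer or medium: Tris pH 8.0 buffer with MgCl2, Tween-20, BSA, BME; Reagent: glucose and ATP substrates; Doses: 20 µM test compound, 1% DMSO; Incubation: 90 min reaction incubation at room temperature, dark; Detection: resorufin fluorescence at 613 nm.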
APOBEC3A inh = blocks human APOBEC3A ssDNA deamination | recombinant A3A, FAM/TAMRA ssDNA deamination fluorescence | inhibition, % at 20 µM | 330,000 compounds, 0.41% hits | AID 493011;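 active means at least 40% inhibition at 20 µM here, with at most 30% in a related deaminase screen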;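 further: plate controls were A3A with DMSO for no effect and wells lacking A3A enzyme for full effect; some results filed as inactive read as strong as hits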
Target sequence (P31941 whole entry, looked up): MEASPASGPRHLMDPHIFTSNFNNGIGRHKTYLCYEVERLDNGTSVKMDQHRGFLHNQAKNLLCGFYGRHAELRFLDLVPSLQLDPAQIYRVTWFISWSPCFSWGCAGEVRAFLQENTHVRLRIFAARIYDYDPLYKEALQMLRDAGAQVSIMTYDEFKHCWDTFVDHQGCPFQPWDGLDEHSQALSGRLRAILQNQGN
mIAP activ = increases mouse intestinal alkaline phosphatase activity; muIAP, CDP-Star luminescence, 30 min; stronger effect = higher value; 1 = vehicle-only enzyme signal, 0 = enzyme-free wells; activation factor at 10 µM; 330,000 compounds, 0.24% hits; AID 2805;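 active means activation factor of at least 2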; further: the source names both 10 and 20 µM as test concentration; values of inactives mirror those of a sister screen read the other way
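Assay system: mouse IAP enzyme; Reagent: CDP-Star chemiluminescent phosphatase substrate; Compound: DMSO-dissolved test compounds; Incubation: 30 min, room temperature; Technique: luminescence from enzymatic CDP-Star hydrolysis; Controls: DMSO-only wells and no-enzyme negative control.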
* = called active by the depositor; · = no result given.

SMILES	ATG4B inh	PfG6PD inh	hIAP activ	mIAP block	hIAP block	HKDC1 inhibitor	APOBEC3A inh	mIAP activ
C[C@@H]1NC(=O)c2cc([N+](=O)[O-])cc(I)c2OCC[C@@H](C(N)=O)NC(=O)[C@H](CCCCN)NC1=O	-1.5	-5.8	0.802	3.7	19.8	1.8	3.2	0.963
c1ccc2sc(N3CCCN(Cc4nc(-c5cnccn5)no4)CC3)nc2c1	-12.7	15.2	1.01	-2.8	-1.2	-5.2	1.9	1.03
Cc1cc(=O)c2n(Cc3ccc(Cl)cc3)nc[n+]2[nH]1	8.8	6.7	1.21	6.5	-20.5	-2.3	0.6	0.935
Cc1cc(C)cc(NC(=O)C(=S)NCc2ccccc2)c1	11.8	7.6	1.44	-1.2	-44.2	-0.4	-1.5	1.01
CC(C)N1CCC(N2CCN(C3CCCC3)CC2CCO)CC1 (stereo not given)	12.8	-24.6	0.975	2.6	2.5	10.9	-3.6	0.974
COc1ccc(Cn2c(=O)[nH]c3cc(C(=O)NCCCOC(C)C)ccc3c2=O)cc1	-3.6	-16.2	0.943	6.3	5.7	-2.6	-5.0	0.937
O=C(NCC1CCCO1)C1CCCN(S(=O)(=O)c2ccc(F)cc2)C1 (stereo not given)	5.0	-2.5	1.09	-4.5	-8.9	0.1	-2.7	1.04
CCc1c(O)nc(SCC(=O)Nc2ccc(Br)cc2)n(-c2ccc(C)cc2)c1=O	-7.5	-12.0	1.42	10.3	-42.4	-1.8	-8.3	0.897
CCC(C)NC(=O)CN(c1cc(C)cc(C)c1)S(=O)(=O)c1c(C)[nH]c(=O)[nH]c1=O (stereo not given)	3.2	-19.1	0.899	-0.2	10.1	-7.9	4.9	1
CC(=O)Nc1ccc(NC(=O)CSc2nnc(C3CC3)n2C)cc1	-1.5	-18.6	1	-3.9	-0.2	0.8	-3.4	1.04
CC(C)N(C(=S)Nc1cccc(S(=O)(=O)N(C)C)c1)c1ccccc1	-5.8	23.5	0.911	7.0	8.9	-5.9	-0.7	0.93
CCCCCC(=O)Nc1c(-c2ccc(OC)cc2)c(=O)c2ccccc2n1C	-7.3	0.9	0.971	-4.1	2.9	-7.6	-0.8	1.04
O=C(CSc1nc2ccccc2s1)N/N=C/c1cc([N+](=O)[O-])ccc1O	19.7	-16.8	0.865	30.1	13.5	-13.7	5.0	0.699
CC(=O)Nc1ccc(-c2ccnc(-c3ccc(NC(C)=O)cc3)n2)cc1	-0.7	-8.2	0.889	-3.3	11.1	-0.3	3.2	1.03
O=C(CN1CCOCC1)Nc1c(C(=O)C2CC2)oc2ccccc12	-8.6	-17.3	1.07	7.2	-6.8	-5.7	-2.0	0.928
CCOc1ccc(C2/C(=C(\O)c3ccc4c(c3)OCCO4)C(=O)C(=O)N2CCCn2ccnc2)cc1OC (stereo not given)	-3.5	-5.4	0.944	-0.8	5.6	1.1	-4.2	1.01
O=c1ccnc(Nc2ccc([N+](=O)[O-])cc2)[nH]1	-2.0	13.8	0.941	9.3	5.9	1.8	-2.3	0.907
O=C(NCc1ccco1)c1ccc(Cn2c(=O)c3sccc3n(Cc3ccc(F)cc3)c2=O)cc1	1.3	-21.3	0.987	8.3	1.3	2.1	2.7	0.917
O=C(Nc1cccc(NC(=O)c2cccs2)c1)c1ccc2c(c1)OCCO2	-3.5	-1.0	0.743	-1.2	25.7	-6.4	-0.8	1.01
CC(C)COc1nc2ccccc2c(=O)n1OCC(=O)O	-4.2	3.0	0.967	2.7	3.3	1.8	0.0	0.973
CC(=O)c1nc(N2C(=O)CC(Cc3cccc(C)c3)C2=O)sc1C (stereo not given)	2.8	-30.9	1.05	-6.4	-5.1	11.4	-0.5	1.06
COc1cc(-c2cc(C(=O)Nc3ccc(N4CCOCC4)cc3)c3ccccc3n2)cc(OC)c1OC	-5.5	13.9	0.899	6.5	10.1	-3.9	2.1	0.935
Cc1cc(OCC(=O)NCCN2CCOCC2)c2c(C)c(C)c(=O)oc2c1	2.8	5.2	1.1	-5.3	-10.2	-5.2	1.8	1.05
CCc1ccc(NC(=O)C(=O)NNC(=O)c2cccs2)cc1	-0.2	-15.6	1.45	13.4	-44.8	-0.9	-2.0	0.866
CCCN1C(=O)c2cc(C(=O)NCCc3cccc(C)c3)ccc2C1O (stereo not given)	-0.4	-5.2	0.881	2.3	11.9	-1.4	-1.4	0.977
CC(=O)N1c2c(cc(Br)cc2S(=O)(=O)NCC2COc3ccccc3O2)CC1C (stereo not given)	-9.9	7.0	0.988	-15.8	1.2	3.9	-4.0	1.16
CCCOC(=O)c1ccc(Cl)c(NC(=O)c2cccnc2)c1	·	·	0.904	5.0	9.6	·	-1.7	0.95
Cc1ccccc1N1CCN(Cc2nc(Cc3ccccc3F)no2)CC1	2.6	6.0	1.15	-3.7	-15.2	-0.9	1.7	1.04
Cc1ccc(C(=O)CN(C(=O)c2ccc(Cl)cc2)N2C(=O)c3ccccc3C2=O)cc1	-4.8	-11.7	0.777	8.5	22.3	-12.5	-2.8	0.915
CCOC(=O)c1c(-c2ccccc2)csc1NC(=O)CSc1nnc(C)s1	-4.6	52.1	1.1	4.4	-9.6	21.4	1.6	0.956
COc1cc(C=O)c(Br)cc1OCc1ccc(C)cc1	11.1	6.1	1.02	8.2	-2.5	12.5	2.2	0.918
N#C/C(=N\Nc1ccc(S(=O)(=O)N2CCCCCC2)cc1)C(N)=S	-6.8	16.7	0.627	15.3	37.3*	12.0	1.4	0.847
CCOC(=O)C1(CCOc2ccccc2)CCN(Cc2ccncc2)CC1	11.3	5.0	1.03	-2.3	-3.2	-3.7	4.1	1.02
Cc1cccc2cc(CN(CC3CCCO3)S(=O)(=O)c3ccccc3)c(=O)[nH]c12 (stereo not given)	-1.2	4.1	1.15	0.2	-15.0	-3.4	-0.3	0.998
COC(=O)CC(=O)CSc1nc(C)cc(C)c1C#N	1.4	8.9	0.836	0.6	16.4	0.4	2.2	0.994
CCS(=O)(=O)N1CCC(C(=O)N2CCN(c3ccccc3)CC2)CC1	3.6	9.7	0.956	7.6	4.4	1.8	-4.1	0.924
Cc1cc(C)c(OCC(=O)NCC(C)(C)N2CCOCC2)c(C)c1	-7.7	6.0	1.04	1.6	-4.1	-4.8	-2.8	0.984
CCOc1ccc(NS(=O)(=O)c2ccc(C(=O)NCC(c3ccccc3OC)N3CCCC3)cc2)cc1 (stereo not given)	-11.7	-0.5	1.16	-2.1	-16.3	-7.1	1.0	1.02
O=C(COC(=O)Cc1ccc(S(=O)(=O)N2CCOCC2)s1)Nc1ccc2c(c1)OCO2	-8.1	7.8	0.971	1.0	2.9	-2.8	-0.4	0.99
COC(=O)c1ccccc1NC(=O)/C=C/c1cc(OC)c(OC)c(OC)c1	-23.6	8.5	1.1	-3.6	-9.8	2.1	0.1	1.04
O=C(NCc1ccco1)C1CCN(S(=O)(=O)c2ccccc2C(F)(F)F)CC1	4.7	-17.6	1.04	0.4	-4.2	-3.5	-2.7	0.996
CCOC(=O)N1CCN(S(=O)(=O)N2CCCC(C(=O)NCCCN3CC(C)CC(C)C3)C2)CC1 (stereo not given)	4.1	-2.0	1.07	-2.6	-7.3	-4.6	-3.3	1.03
Cc1ccc(-n2nnnc2SCc2nnc(-c3ccccc3Br)o2)cc1	5.4	-6.5	1.16	-4.3	-15.8	0.2	-4.4	1.04
COCCN1C=C2C(=O)C(C)(OC(=O)CCc3ccccc3)C(=O)C=C2C=C1c1ccc(C#N)cc1 (stereo not given)	-8.9	62.1*	0.85	11.4	15.0	24.6	-5.0	0.886
Cn1c2ccccc2c2cc([N+](=O)[O-])ccc21	-2.9	6.7	1.02	13.6	-2.3	4.5	-3.6	0.864

hIAP block: hit marks shown above
SMILES	ATG4B inh	PfG6PD inh	hIAP activ	mIAP block	hIAP block	HKDC1 inhibitor	APOBEC3A inh	mIAP activ
N#C/C(=N\Nc1ccc(S(=O)(=O)N2CCCCCC2)cc1)C(N)=S	-6.8	16.7	0.627	15.3	37.3*	12.0	1.4	0.847

(list continues)
SMILES	ATG4B inh	PfG6PD inh	hIAP activ	mIAP block	hIAP block	HKDC1 inhibitor	APOBEC3A inh	mIAP activ
CC1CCc2nn(CC(=O)Nc3c(F)cc(F)cc3Br)cc2C1 (stereo not given)	6.9	7.3	1.06	-7.2	-6.0	-7.3	2.5	1.07
CN1CCN(C(=S)NC(=O)c2ccc(S(=O)(=O)N3CCOCC3)cc2)CC1	-7.4	15.5	0.895	2.9	10.5	-10.0	0.4	0.971
COc1ccc2c(c1)OC[C@H]1[C@H]2N2C(=O)c3cc(Br)ccc3NC(=O)[C@@]2(C)[C@H]1c1ccccc1	-12.1	-14.0	0.906	-1.1	9.4	3.0	-3.0	1.01
Cc1ccc(-n2nc3cc(C)c(NC(=S)NC(=O)/C=C/c4ccco4)cc3n2)cc1	6.7	-1.6	1.1	10.4	-9.6	-5.7	-1.4	0.896
Cc1ccc(NC(=O)CN(C)C(=O)Cc2c[nH]c3ccccc23)cc1	-6.4	-9.1	1.1	-1.9	-10.2	-0.9	-2.0	1.02
C=CCOc1c(CNC2CCCC2)cc(Cl)cc1OC	4.6	-10.4	0.916	-3.2	8.4	-2.3	-0.4	1.03
COc1ccc(C)cc1Nc1nc(-c2c[nH]c3ccccc23)cs1	1.9	60.1*	1.04	3.4	-3.7	-3.6	-0.5	0.966
Cc1ccc(N)cc1-n1c(C)ccc1C	4.8	22.1	0.922	-5.6	7.8	-4.6	-0.7	1.06
C=C[C@@]1(C)CCC(/C(C)=C/C=C/C(C)(C)O)C[C@@H]1C(=C)C (stereo not given in full)	-1.4	-7.4	1.04	-14.3	-3.8	-0.5	-1.0	1.14
CCn1cc(C(=O)Nc2cccc(C)c2)c(=O)c2ccc(C)nc21	·	·	1.1	3.6	-9.8	·	-0.4	0.964
CCOC(=O)CS(=O)(=O)c1ccc(C(F)(F)F)cn1	-5.0	-4.7	0.911	-1.8	8.9	-5.2	-1.5	1.02
CC(OC(=O)CNC(=O)c1ccc(Cl)c([N+](=O)[O-])c1)C(=O)NCc1ccco1 (stereo not given)	-13.7	5.2	1.07	-2.8	-6.9	-4.6	-0.5	1.03
N#C/C(=C\C1CC=CCC1)c1nc2ccccc2[nH]1 (stereo not given)	10.7	3.8	0.97	6.0	3.0	-0.2	2.4	0.94
COc1ccc(C2CCN(Cc3cccnc3)CC2O)cc1 (stereo not given)	-1.5	-13.5	1.12	-3.9	-12.3	8.8	1.1	1.04
CC1(C)O[C@@H](CC(=O)O)[C@]23CO[C@H](C(=O)[C@]4(C)C2CC[C@@]2(C)[C@H](c5ccoc5)OC(=O)C5O[C@]524)[C@@H]13 (stereo not given in full)	3.6	-9.9	0.999	-10.1	0.1	-7.5	-3.5	1.1
C=CCn1c(=O)/c(=C\c2ccsc2)s/c1=C(/C#N)C(=O)NCCN1CCOCC1	-6.2	-20.3	0.986	7.8	1.4	-2.8	0.2	0.922
CC(=O)COc1c(-c2ccco2)oc2ccccc2c1=O	-5.4	-9.0	1.02	0.4	-1.9	2.2	-4.5	0.996
COc1ccc(CCN2CC(C(=O)NCC(c3ccccc3)N(C)C)CC2=O)cc1OC (stereo not given)	-3.2	-12.8	1.04	2.0	-3.8	-6.8	-1.2	0.98

Screens: PubChem, Sanford-Burnham Center for Chemical Genomics
